Polio RdRp inh = poliovirus RdRp elongation inhibitors, primary screen, biochemical, fluorescence polarization, total intensity; poliovirus polymerase elongation; active compounds read low; % elongation, % (compound at 16.7 µg/mL); 150,000 compounds, 0.66% hits; AID 588519, 2011; in the data active = % elongation below about 90%; also: some results filed as inactive read as strong as hits
Target sequence (P03300 1749-2209 limits assumed): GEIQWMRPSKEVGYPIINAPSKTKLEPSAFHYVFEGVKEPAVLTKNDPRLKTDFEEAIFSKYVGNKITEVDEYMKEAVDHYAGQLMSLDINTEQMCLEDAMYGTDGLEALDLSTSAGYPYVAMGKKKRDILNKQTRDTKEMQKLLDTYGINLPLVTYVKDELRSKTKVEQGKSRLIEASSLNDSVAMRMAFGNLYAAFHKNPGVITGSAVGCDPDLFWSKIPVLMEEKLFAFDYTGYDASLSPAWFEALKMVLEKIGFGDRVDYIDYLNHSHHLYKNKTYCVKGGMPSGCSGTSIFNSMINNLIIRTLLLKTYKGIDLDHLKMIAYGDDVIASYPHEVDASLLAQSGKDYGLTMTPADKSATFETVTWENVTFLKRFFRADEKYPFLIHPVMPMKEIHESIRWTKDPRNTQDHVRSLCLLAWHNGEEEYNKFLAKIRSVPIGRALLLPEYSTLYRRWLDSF
Polio RdRp inh FP z-score = second read-out of Polio RdRp inh, no call of its own (marks repeat the call); z-score; measured here: FP z-score; hits read low
Active calls of the source: *. Not all compounds are listed, so the mix of outcomes need not match the whole.

Screening c1csc(C2NCc3c(sc4c3CCCC4)-n3cccc32)c1 (configuration not stated) returned Polio RdRp inh 101 and Polio RdRp inh FP z-score -0.4.
Screening Cc1nc2ccccc2c2c1C(=O)N(c1ccccc1)C2=O returned Polio RdRp inh 102 and Polio RdRp inh FP z-score 0.3.
NCc1ccc(C(=O)O)o1 was read as Polio RdRp inh 100 and Polio RdRp inh FP z-score -0.3.
C=CCNc1sc2c(N)nc(N)nc2c1C#N was read as Polio RdRp inh 105 and Polio RdRp inh FP z-score 0.2.
CC1(C)CC(=O)NC(=Nc2ccc(Br)cc2)C(=O)C1 was read as Polio RdRp inh 104 and Polio RdRp inh FP z-score 0.1.
`O=C(CN1CCc2sccc2C1c1cccs1)Nc1cc2[nH]c(=O)[nH]c2cc1Br` (configuration not stated) gave Polio RdRp inh 103 and Polio RdRp inh FP z-score 0.1.
`O=C(c1ccc(N2CCc3ccccc32)s1)N1CCCCCC1` gave Polio RdRp inh 100 and Polio RdRp inh FP z-score -0.2.
CCC12CN3CN(C1)CC(CC)(C3)C2O (configuration not stated) was read as Polio RdRp inh 100 and Polio RdRp inh FP z-score -0.8.
For O=C(Cn1cc(SCc2cccc(Cl)c2)c2ccccc21)N1CCCCCC1 the results were Polio RdRp inh 124 and Polio RdRp inh FP z-score 0.9.
`Cc1ccccc1C(=O)Nc1cccc(NC(=O)c2ccc(-c3ccc(Cl)cc3Cl)o2)c1` gave Polio RdRp inh 96 and Polio RdRp inh FP z-score -1.6.
`Cc1cccc(-n2nc(C)c3c2NC2=C(C(=O)CCC2)C3c2ccccn2)c1` (configuration not stated) gave Polio RdRp inh 99 and Polio RdRp inh FP z-score -0.4.
CCOc1ccc(NC(=O)NCCCN2CCN(c3ccc(OC)cc3)CC2)cc1 was read as Polio RdRp inh 111 and Polio RdRp inh FP z-score 0.6.
O=C(Cc1ccccc1)NNC(=S)Nc1ccccc1 was read as Polio RdRp inh 99 and Polio RdRp inh FP z-score -0.8.
Screening CCOc1ccc(C/C(N)=N\n2cnnc2)cc1 returned Polio RdRp inh 100 and Polio RdRp inh FP z-score -0.6.
For Cc1ccc(N2CC(NC(=O)c3ccc(S(=O)(=O)N4CCCC4)cc3)CC2=O)cc1 (configuration not stated) the results were Polio RdRp inh 105 and Polio RdRp inh FP z-score -0.4.

Overlap with the part before: 3 entries, followed by the next part.
O=C(Cc1ccccc1)NNC(=S)Nc1ccccc1 was read as Polio RdRp inh 99 and Polio RdRp inh FP z-score -0.8.
Screening CCOc1ccc(C/C(N)=N\n2cnnc2)cc1 returned Polio RdRp inh 100 and Polio RdRp inh FP z-score -0.6.
For Cc1ccc(N2CC(NC(=O)c3ccc(S(=O)(=O)N4CCCC4)cc3)CC2=O)cc1 (configuration not stated) the results were Polio RdRp inh 105 and Polio RdRp inh FP z-score -0.4.
Screening O=C(O)c1cccn2c(=O)c3c4c(sc3nc12)CCCC4 returned Polio RdRp inh 97 and Polio RdRp inh FP z-score -2.5.
`CCn1cc2nc(SCc3ccc(F)cc3)n(Cc3ccc(Cl)cc3)c(=O)c2n1` gave Polio RdRp inh 104 and Polio RdRp inh FP z-score -0.6.
For CCOC(=O)/C(C#N)=c1\s/c(=C\Nc2ccccc2)c(=O)n1CC the results were Polio RdRp inh 92 and Polio RdRp inh FP z-score -0.9.
O=C(O)c1cncc(Cl)c1 was read as Polio RdRp inh 99 and Polio RdRp inh FP z-score -0.8.
`Cc1ccc(C(=O)/C=C2\N/C(=N\S(=O)(=O)c3ccc(N)cc3)NC2=O)cc1` gave Polio RdRp inh 102 and Polio RdRp inh FP z-score 0.2.
For O=C(CCNc1ccc(Cc2ccncc2)cc1)c1ccc(Cl)cc1 the results were Polio RdRp inh 104 and Polio RdRp inh FP z-score 0.1.
Screening OCCOc1c(Cl)cc(Cl)c2cccnc12 returned Polio RdRp inh 99 and Polio RdRp inh FP z-score -0.4.
`O=C(COC(=O)Cc1ccccc1F)Nc1cccc(Br)c1` gave Polio RdRp inh 101 and Polio RdRp inh FP z-score 0.2.
Screening CC12C=CC3(CN(Cc4ccccc4)C(=O)C3C1C(=O)NCc1ccco1)O2 (configuration not stated) returned Polio RdRp inh 104 and Polio RdRp inh FP z-score 1.
Screening Cc1ccc(-n2c(SCC(N)=O)nc3c(oc4ccccc43)c2=O)cc1 returned Polio RdRp inh 107 and Polio RdRp inh FP z-score 0.9.
For Nc1cc(S(=O)(=O)C(F)(F)F)cc(S(=O)(=O)C(F)(F)F)c1 the results were Polio RdRp inh 107 and Polio RdRp inh FP z-score 1.4.
For CCN1CNC(=S)N(c2ccccc2)C1 the results were Polio RdRp inh 101 and Polio RdRp inh FP z-score 0.
Screening CN(Cc1ccco1)C(=O)C(Cc1ccccc1)NS(=O)(=O)c1ccc2c(c1)CCC(=O)N2 (configuration not stated) returned Polio RdRp inh 100 and Polio RdRp inh FP z-score 0.
For COc1ccc2c(Sc3ccc(C)cc3)c(C(=O)NC(C)c3ccccc3)[nH]c2c1 (configuration not stated) the results were Polio RdRp inh 107 and Polio RdRp inh FP z-score -0.1.
Cc1ccc(NC(=O)C2CCCN(c3nnc(-n4c(C)ccc4C)s3)C2)cc1Cl (configuration not stated) was read as Polio RdRp inh 107 and Polio RdRp inh FP z-score 0.1.
For COc1ccc2c(c1)C=C(C(=O)NCc1cc(Br)ccc1OC)CO2 the results were Polio RdRp inh 103 and Polio RdRp inh FP z-score -0.8.
`O=C(Nc1c(C(=O)N2CCN(c3ncccn3)CC2)oc2ccccc12)c1cc(-c2ccc(F)cc2)on1` gave Polio RdRp inh 99 and Polio RdRp inh FP z-score -1.8.
COC(=O)c1sccc1NC(=O)c1c(C)nn(-c2ccccc2)c1-n1cccc1 was read as Polio RdRp inh 103 and Polio RdRp inh FP z-score 0.5.
Screening CN(CCO)CC(O)c1ccccc1 (configuration not stated) returned Polio RdRp inh 102 and Polio RdRp inh FP z-score -0.3.
COCc1cc(C)nc(Nc2ccccc2OC)c1C#N was read as Polio RdRp inh 100 and Polio RdRp inh FP z-score -0.5.
For Cc1cc2oc(=O)cc(CN3CCCc4ccccc43)c2cc1C the results were Polio RdRp inh 104 and Polio RdRp inh FP z-score 0.
Screening Nc1cc(N)nc(SCCC(=O)O)n1 returned Polio RdRp inh 99 and Polio RdRp inh FP z-score -0.9.
For Cc1ccc(C)c2[nH]c(=O)c(CN(CCN3CCCC3)C(=O)Nc3cccc(Cl)c3)cc12 the results were Polio RdRp inh 105 and Polio RdRp inh FP z-score 0.7.
Screening CCOC(=O)N1CCC(NC(=O)c2cnn(-c3cccc(Cl)c3C)c2C2CCN(C(=O)OC(C)(C)C)CC2)CC1 returned Polio RdRp inh 99 and Polio RdRp inh FP z-score -1.4.
Screening Cc1cc(C(=O)COC(=O)c2cnccn2)c(C)n1-c1ccc(OC(F)F)cc1 returned Polio RdRp inh 100 and Polio RdRp inh FP z-score -0.1.
`CN(Cc1ccccc1)C(=O)CN1CCN(C(c2ccccc2)c2ccccc2)CC1` gave Polio RdRp inh 100 and Polio RdRp inh FP z-score -0.3.
For Cn1cnnc1SC1c2cccc3cccc(c23)C1NS(=O)(=O)c1ccccc1 (configuration not stated) the results were Polio RdRp inh 102 and Polio RdRp inh FP z-score 0.1.
Screening CC(C)(CNC(=O)C1c2ccccc2-c2ccccc21)N1CCOCC1 returned Polio RdRp inh 100 and Polio RdRp inh FP z-score -0.5.
Screening COc1ccc(C(=O)CCC(=O)O)c(OC)c1 returned Polio RdRp inh 101 and Polio RdRp inh FP z-score -0.1.
Cc1cc(C)n2c(Nc3c(C)cccc3C)c(-c3ccc(Cl)s3)nc2n1 was read as Polio RdRp inh 101 and Polio RdRp inh FP z-score -0.4.
For O=C(CN1CCN(Cc2ccc(F)cc2Cl)CC1)NCc1ccccc1 the results were Polio RdRp inh 105 and Polio RdRp inh FP z-score 1.2.
O=C(CCSCCc1ccncc1)N1CCOCC1 was read as Polio RdRp inh 97 and Polio RdRp inh FP z-score -1.4.
For Cn1c(=O)oc2cc(S(=O)(=O)CCC(=O)NCc3ccc(Cl)cc3)ccc21 the results were Polio RdRp inh 111 and Polio RdRp inh FP z-score 0.5.
For O=c1c(Cc2ccccc2OCc2ccccc2)coc2ccccc12 the results were Polio RdRp inh 104 and Polio RdRp inh FP z-score 0.2.
O=C(O)CC(O)(c1ccccc1)C(F)(F)F (configuration not stated) was read as Polio RdRp inh 102 and Polio RdRp inh FP z-score 0.3.
Screening CCN1CCN(C(=O)CCc2nc3ccccc3n2-c2ccccc2)CC1 returned Polio RdRp inh 99 and Polio RdRp inh FP z-score -0.3.
C=CCNS(=O)(=O)c1ccc(SC)cc1 was read as Polio RdRp inh 103 and Polio RdRp inh FP z-score 0.5.
For CCCC(=O)N(C)c1nnc(-c2ccc(F)cc2)s1 the results were Polio RdRp inh 98 and Polio RdRp inh FP z-score -1.1.
`O=C(Nc1ccc(-c2nc3ccccc3s2)cc1)c1cccc(F)c1` gave Polio RdRp inh 101 and Polio RdRp inh FP z-score 0.
For CCOc1cc(C(=O)N2CCC(c3ccncc3)CC2)cc(OCC)c1OCC the results were Polio RdRp inh 102 and Polio RdRp inh FP z-score -1.2.
Cc1cc(C)c(Cn2c(=O)n(NC(=O)c3ccccc3)c(=O)c3sccc32)c(C)c1 was read as Polio RdRp inh 103 and Polio RdRp inh FP z-score 1.1.
For O=C(/C=C/c1cccs1)N(C1CC1)C1(C(=O)Nc2ccccc2)CCCC1 the results were Polio RdRp inh 105 and Polio RdRp inh FP z-score 1.8.
CCc1ccc(NS(=O)(=O)c2ccc3[nH]c4c(c3c2)CCCCCC4)cc1 was read as Polio RdRp inh 101 and Polio RdRp inh FP z-score -1.5.
C1CCN(SN2CCCCC2)CC1 was read as Polio RdRp inh 78* and Polio RdRp inh FP z-score -2.3*.
CCCC(=O)Nc1ccc(Cl)c(Cl)c1 was read as Polio RdRp inh 99 and Polio RdRp inh FP z-score -0.2.
Screening Cc1ccc(CN(C)Cn2nc(-c3c[nH]c4ccccc34)n(CC3CCCO3)c2=S)o1 (configuration not stated) returned Polio RdRp inh 109 and Polio RdRp inh FP z-score 0.8.
Screening COC(=O)C(NC=O)C(O)(c1ccc(OC)cc1)C(F)(F)F (configuration not stated) returned Polio RdRp inh 103 and Polio RdRp inh FP z-score 0.3.
COc1ccc(CCNC(=O)CSc2nc(O)c(C(C)C)c(=O)[nH]2)cc1OC was read as Polio RdRp inh 102 and Polio RdRp inh FP z-score 0.1.
`Cc1cc(C)c2oc(-c3cccc(NC(=O)COc4ccc([N+](=O)[O-])cc4)c3)nc2c1` gave Polio RdRp inh 107 and Polio RdRp inh FP z-score 0.7.
For O=C(Nc1ccccc1)N1CCN(Cc2ccc3c(c2)OCO3)CC1 the results were Polio RdRp inh 99 and Polio RdRp inh FP z-score -0.7.
For NC(=O)c1ccccc1NC(=O)CSc1nc(N)cc(=O)[nH]1 the results were Polio RdRp inh 100 and Polio RdRp inh FP z-score -0.5.
CN1CCN(c2nc3c(S(=O)(=O)c4ccc(Br)cc4)nnn3c3ccsc23)CC1 was read as Polio RdRp inh 111 and Polio RdRp inh FP z-score 0.7.
`Cc1ccc2occ(-c3cc(-c4ccc(F)cc4)nc4c3COc3ccc(F)cc3-4)c(=O)c2c1` gave Polio RdRp inh 105 and Polio RdRp inh FP z-score 0.
For Cn1c(CNC(=O)c2ccccc2)n[nH]c1=S the results were Polio RdRp inh 104 and Polio RdRp inh FP z-score 0.7.
O=C(Cn1c(=O)oc2ccccc21)Nc1ccc(C(=O)O)cc1 was read as Polio RdRp inh 102 and Polio RdRp inh FP z-score -0.5.
For O=C(CSc1nnc(-c2ccc(OC(F)F)cc2)o1)NCC12CC3CC(CC(C3)C1)C2 the results were Polio RdRp inh 99 and Polio RdRp inh FP z-score 0.1.
For CC1(C)CC(=O)C=C(N2CCN(Cc3ccccc3)CC2)C1 the results were Polio RdRp inh 106 and Polio RdRp inh FP z-score 0.5.
`CCOCCc1nn2c(=O)cc(COC(=O)c3ccc(NC(=O)C(C)(C)C)cc3)nc2s1` gave Polio RdRp inh 103 and Polio RdRp inh FP z-score -0.8.
O=C(Nc1cccc(Cl)c1Cl)c1cc2nc(-c3ccc(Cl)cc3)cc(C(F)(F)F)n2n1 was read as Polio RdRp inh 105 and Polio RdRp inh FP z-score 0.
`Nc1sc2ccccc2[n+]1CC(=O)Nc1ccc(Cl)cc1` gave Polio RdRp inh 98 and Polio RdRp inh FP z-score -1.4.
For Cc1c(C(=O)N2CCCC2)oc2c1-c1nn(CC(=O)NCc3ccccc3F)cc1CC2 the results were Polio RdRp inh 103 and Polio RdRp inh FP z-score -0.7.
Cc1c2cnn(CC(=O)NC(C)c3ccc4c(c3)OCCO4)c(=O)c2c(C)n1Cc1ccc(F)cc1 (configuration not stated) was read as Polio RdRp inh 104 and Polio RdRp inh FP z-score 0.8.
For Cc1ccc(N(C)C(=O)Cn2ncc3c([nH]c4ccccc43)c2=O)cc1C the results were Polio RdRp inh 101 and Polio RdRp inh FP z-score -1.1.

By substructure: the compounds so far with a cyano group
C=CCNc1sc2c(N)nc(N)nc2c1C#N was read as Polio RdRp inh 105 and Polio RdRp inh FP z-score 0.2.
For CCOC(=O)/C(C#N)=c1\s/c(=C\Nc2ccccc2)c(=O)n1CC the results were Polio RdRp inh 92 and Polio RdRp inh FP z-score -0.9.
COCc1cc(C)nc(Nc2ccccc2OC)c1C#N was read as Polio RdRp inh 100 and Polio RdRp inh FP z-score -0.5.

3 compounds from above, sorted by SMILES length, largest number first:
`Cc1cc(C)c2oc(-c3cccc(NC(=O)COc4ccc([N+](=O)[O-])cc4)c3)nc2c1` gave Polio RdRp inh 107 and Polio RdRp inh FP z-score 0.7.
For Cc1ccc(N(C)C(=O)Cn2ncc3c([nH]c4ccccc43)c2=O)cc1C the results were Polio RdRp inh 101 and Polio RdRp inh FP z-score -1.1.
`Nc1sc2ccccc2[n+]1CC(=O)Nc1ccc(Cl)cc1` gave Polio RdRp inh 98 and Polio RdRp inh FP z-score -1.4.
